Compound activity (PubChem BioAssay)
Abeta rescue: qHTS for compounds that reverse cellular toxicity of Amyloid beta (A-beta) peptide in yeast: Primary Screen. yeast expressing A-beta42, growth rescue, OD600, 48 h; response scale: 0% DMSO, 100% iron-clioquinol control. Potency, µM (doses to about 46.1 µM), for the others: at the top dose growth rescue, hits mostly activators. actives 0.063% (n = 410,000). AID 1347071, 2019; also: potency is read from the fitted curve at half-maximal effect; nearly all actives have a fitted effect of over 55% in size
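Yeast growth medium received pinned compounds, then yeast cells expressing toxic A-beta were added; plates incubated at 30 C for 48 hr. Growth read as absorbance at 600 nm, normalized to DMSO and equimolar FeCl3 plus clioquinol controls.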
DRD3 agonist: qHTS of D3 Dopamine Receptor Agonist: qHTS; D(3) dopamine receptor (Homo sapiens), P35462; max activation, %; D3R DiscoveRx beta-arrestin cells, luminescence, 90 min; actives 0.58% (n = 410,000); in the data active = max activation above about 30%; also: 0% is about no effect; mostly tested at two doses, the higher about 12 µM
Target sequence (P35462 whole entry, looked up): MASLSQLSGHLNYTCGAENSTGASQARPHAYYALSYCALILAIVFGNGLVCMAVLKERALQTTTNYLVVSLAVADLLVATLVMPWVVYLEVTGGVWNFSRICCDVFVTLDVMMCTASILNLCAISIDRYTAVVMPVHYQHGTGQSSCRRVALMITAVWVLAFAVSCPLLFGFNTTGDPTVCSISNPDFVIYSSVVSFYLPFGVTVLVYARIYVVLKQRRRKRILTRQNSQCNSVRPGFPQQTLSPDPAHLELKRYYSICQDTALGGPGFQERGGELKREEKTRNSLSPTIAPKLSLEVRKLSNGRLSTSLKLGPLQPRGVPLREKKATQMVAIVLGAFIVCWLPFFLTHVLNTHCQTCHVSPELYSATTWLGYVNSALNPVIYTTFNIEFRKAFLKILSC
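Agonist mode: compounds and dopamine controls were applied to plated cells for 90 min at 37 degrees C after an overnight attachment at 1500 cells/well. Luminescent read-out followed 30 - 60 minutes at room temperature with DiscoveRx detection reagent.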
D3 antag: qHTS of D3 Dopamine Receptor Antagonist: qHTS | actives 2.5% (n = 360,000) | D3R cells, DiscoveRx beta-arrestin luminescence, antagonist mode; hits give low values | D(3) dopamine receptor (Homo sapiens), P35462 | max response, negative = inhibition, %; in the data active = max response below about -50%; inconclusive = no clear call, values can overlap the other calls; also: % is scaled to controls: 0 for no effect and ±100 for the full control effect; mostly tested at two doses, the higher about 12 µM
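Cells plated overnight at 1500 cells/well, then exposed to library compounds with dopamine controls for 90 minutes at 37 degrees C. DiscoveRx reagent added for 30–60 minutes at room temperature; luminescence read, quantitative HTS format.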
aSyn yeast inh: qHTS of alpha-syn Inhibitors. Yeast expressing alpha-synuclein, growth rescue, BacTiter-Glo, 24 h. Potency, µM (titrated, usually from 46.1 µM), for the others: at the highest dose growth rescue (activation), usual class: activators. actives 0.14% (n = 370,000). AID 652106, 2013; also: potency is read from the fitted curve at half-maximal effect; % of control where 0% means no effect; nearly all actives have a fitted effect of over 65% in size
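Screening used galactose-induced yeast with toxic alpha-synuclein levels, exposed to compound for 24 hr at 30 deg C. Cell growth, read with BacTiter-Glo luminescence, gave the measured signal.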
EPAC2 ag: qHTS for Agonist of cAMP-regulated guanine nucleotide exchange factor 4 (EPAC2): primary screen; Rap guanine nucleotide exchange factor 4 (Homo sapiens), Q8WZA2; EPAC2 activation, biochemical qHTS; response scale: 100% = 6.5 mM cAMP response; Potency, µM (doses to about 154 µM), for inactives: at the top dose activation, actives largely listed as activators; actives 0.079% (n = 360,000); also: potency is read from the fitted curve at half-maximal effect; nearly all actives have a fitted effect of over 50% in size
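Fluorescence exchange assay: 100 nM EPAC2 with 250 nM RAP1B-BODIPY-GDP and 50 uM GDP; compounds tested as a concentration-titration series (qHTS). Loss of Rap1-bound BODIPY-GDP fluorescence read at 480/540 nm; data normalized to 6.5 mM cAMP.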
FUS yeast rescue: qHTS for Suppressors of FUS Proteinopathy: Primary screen using FUS-linked yeast assay | Potency, µM (doses to about 76.6 µM), inactives show top-dose growth rescue (activation), hits mostly activators | S. cerevisiae FUS-expressing, growth rescue, OD600, 24 h | AID 1347120, 2019 | actives 0.24% (n = 390,000);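 also: potency is read from the fitted curve at half-maximal effect; plate controls were DMSO vehicle for no effect and reference control for full effect; nearly all actives have a fitted effect of over 55% in size; some results filed as inactive show a strong effect at the top dose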
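Quantitative HTS measuring growth restoration of FUS-toxic yeast. Galactose-induced cells (OD 0.005) were exposed 24hr at 30C to compounds at several concentrations, then absorbance at 600 nm was recorded.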
TDP43 rescue: qHTS of TDP-43 Inhibitors; TDP-43 expressing yeast growth rescue, BacTiter-Glo, 24 h; Potency, µM (titrated, usually from 46.1 µM), for inactives: at the top dose growth rescue (activation), most hits filed as activators; actives 1.8% (n = 410,000); AID 652104, 2013; also: potency is read from the fitted curve at half-maximal effect; % of control where 0% means no effect; nearly all actives have a fitted effect of over 50% in size
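Cell-based yeast growth screen: TDP-43 expression induced in galactose, inoculum OD600=0.02 after raffinose pregrowth to mid-log. Read-out BacTiter-Glo luminescence at 24 hr, 30 deg C; inhibition of toxicity seen as signal increase.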
EPAC2 antag: qHTS for Antagonist of cAMP-regulated guanine nucleotide exchange factor 2 (EPAC2): primary screen | AID 720708, 2013 | Potency, µM (titrated, usually from 114 µM), for the others: top-dose activity, negative = inhibition, usual class: inhibitors | Rap guanine nucleotide exchange factor 4 (Homo sapiens), Q8WZA2 | EPAC2 GEF exchange of Rap1B-BODIPY-GDP, fluorescence | actives 0.18% (n = 360,000); also: potency is read from the fitted curve at half-maximal effect; % is scaled to controls: 0 for no effect and ±100 for the full control effect; nearly all actives have a fitted effect of over 45% in size; many of its hits are not listed in these tables
Starred values were filed as active, the others as inactive; u = inconclusive; x = not tested or not shown; [ ] = dose if it differs, or a comment. Unless noted, calls follow the shape of the dose curve; as a rule, active = well fitted curve in the direction sought with a large enough effect; inconclusive = small, poorly fitted or top-dose-only effect, or another doubt; inactive = no such curve, though single readings can be large; an effect the other way counts as inactive or inconclusive.

SMILES	Abeta rescue	DRD3 agonist	D3 antag	aSyn yeast inh	EPAC2 ag	FUS yeast rescue	TDP43 rescue	EPAC2 antag
Cn1c(C(=O)N2CCN(c3ncccn3)CC2)cc2c(=O)n(C)c3ccccc3c21	-6%	6	12	7%	3%	4%	0%	3%
CCc1ccc(C2(C)SC(NC(C)=O)=NN2C(C)=O)cc1 (stereo unspecified)	2%	1	8	1%	4%	-3%	-4%	7%
CCSc1ncc(Cl)c(C(=O)Nc2ccccc2)n1	-5%	5	18	-12%	18%	x	7%	16%
CC1=C(C(=O)N(C(C)C)C(C)C)CC(CC(=O)NC2CCCC2)C(=O)N1Cc1ccc(F)cc1 (stereo unspecified)	-5%	5	34	3%	0%	17%	14%	6%
CC(C)(C)NS(=O)(=O)CC12CCC(CC1=O)C2(C)C (stereo unspecified)	-1%	3	-22	5%	8%	7%	9%	-5%
Cc1nccn1CCc1n[nH]c(=S)n1Cc1ccccc1	7%	2	40	-1%	16%	-4%	2%	-1%
COc1ccc(Oc2nc(-c3ccccn3)ncc2OC)cc1	u	-22	u	-2%	3%	34%	-18%[9.22 µM]	-13%
O=C(O)C1CCCCC1C(=O)NC(c1ccccc1)c1ccccc1 (stereo unspecified)	16%	8	-2	-3%	1%	-5%	-15%	-4%
CC1(C(=O)Nc2nccs2)CCN1C(=O)C1(c2ccccc2)CC1 (stereo unspecified)	-2%	1	6	1%	-1%	20%	u	-11%
O=C(CNc1ccccc1Cl)N/N=C1\CCCc2ccccc21	-5%	7	-17	-1%	6%	-9%	14%	-12%
Cc1ccc(SCc2cc(=O)[nH]c(N3CCCCC3)n2)cc1	2%	-9	8	1%	4%	4%	-5%	-1%
COc1ccccc1N1CCN(C(=O)c2oc3c(c2C)C(=O)CC(C)(C)C3)CC1	-26%	5	18	0%	15%	21%	u	11%
CCC1CCCCN1C(=O)c1noc(C(C)C)c1[N+](=O)[O-] (stereo unspecified)	8%	-11	-22	-2%	0%	10%	-4%	12%
COc1cccc(C(=O)NCC(=O)N/N=C/c2ccc(OC(=O)c3cccs3)c(OC)c2)c1	25%	-1	8	-6%	2%	14%	-4%	3%
CC1C(Br)C(=O)NC(=O)N1Cc1ccccc1 (stereo unspecified)	1%	-2	-4	-4%	-3%	4%	1%	-1%
Cc1cccc(CN2CCCC(C(=O)Nc3ccccc3Oc3cccnc3)C2)c1 (stereo unspecified)	10%	-4	-20	-1%	11%	9%	-16%	-6%
CC1(C)SC(=S)N(Cc2ccc3c(c2)OCO3)C1N(O)C(=O)NC1CCCCC1 (stereo unspecified)	27%	1	15	1%	-5%	1%	12%	-15%
O=C(COC(=O)Cc1ccc(S(=O)(=O)N2CCOCC2)s1)Nc1ccc([N+](=O)[O-])cc1	-11%	0	24	12%	0%	9%	12%	-6%
COc1ccc2oc(=O)c(/C(C)=N/NC(=O)c3ccncc3)cc2c1	-9%	6	10	-14%	8%	x	-6%	4%
C#CCSc1cc(C(F)(F)F)nc(-c2ccccn2)n1	-7%	26	6	9%	0%	-15%	8%	u
O=C(COC(=O)c1ccco1)Nc1nc2c(F)c(F)c(F)cc2s1	-9%	-1	-13	-3%	5%	27%	-26%	4%
CCCN(CCC)C(=O)CCSCCC(=O)N(CCC)CCC	23%	1	6	2%	-6%	x	2%	-1%
CC1CCN(S(=O)(=O)c2ccc(NC(=O)Cn3nnc(-c4ccccc4)n3)cc2)CC1	0%	-2	-12	3%	-3%	u	-20%	5%
Cc1ccc(NC(C)C(=O)N/N=C/c2c[nH]c3ccccc23)cc1 (stereo unspecified)	-14%	-1	5	-4%	16%	1%	7%	-17%
Cc1ccc(S(=O)(=O)N2CCN=C2SCc2c(F)cccc2Cl)cc1	u	1	-12	18%	17%	3%	15%	-2%
Cc1ccc(Cn2c(=O)c3ccccc3n3c(SCC(=O)N4CCCCC4C)nnc23)cc1 (stereo unspecified)	0%	-5	-16	-6%	-13%	15%	0%	-3%
Cc1ccc(S(=O)(=O)N2CCCCC2)cc1NC(=O)COC(=O)c1ccc(=O)[nH]c1	-7%	1	0	-3%	-2%	18%	7%	-1%
CCCn1nnnc1NCc1ccccc1Cl	-10%	1	20	-2%	3%	0%	13%	1%
OCCNCCOc1ccccc1-c1ccccc1	10%	-24	-76*	-5%	10%	14%	-5%	0%
COc1ccc(Cl)cc1C(=O)OCC(=O)Nc1sccc1C(N)=O	-2%	18	39	2%	2%	23%	-13%	17%

Just D3 antag (3 entries from above):
Compound	D3 antag
CCCN(CCC)C(=O)CCSCCC(=O)N(CCC)CCC	6
Cc1ccc(S(=O)(=O)N2CCCCC2)cc1NC(=O)COC(=O)c1ccc(=O)[nH]c1	0
CC1CCN(S(=O)(=O)c2ccc(NC(=O)Cn3nnc(-c4ccccc4)n3)cc2)CC1	-12

Following part:
SMILES	Abeta rescue	DRD3 agonist	D3 antag	aSyn yeast inh	EPAC2 ag	FUS yeast rescue	TDP43 rescue	EPAC2 antag
COc1cccc(Oc2nccc(N(C)C)c2C#N)c1	-7%	1	-6	-4%	7%	20%	-13%	4%
COCCCNC(NC(=O)c1ccc(Cl)cc1)C(Cl)(Cl)Cl (stereo unspecified)	-13%	-7	u	-6%	0%[15.6 µM]	-14%	15%	4%
CN(C(=O)c1ccc(Cl)cc1)C1CCS(=O)(=O)C1 (stereo unspecified)	-1%	-3	5	-5%	-5%	-33%	-1%	-13%
C/C(=N/NC(=O)COc1cc(C)ccc1C(C)C)C(=O)O	-9%	0	-11	0%	-1%	5%	-10%	6%
CN(C)CCNC(NC(=O)c1cccs1)C(Cl)(Cl)Cl (stereo unspecified)	-11%	-4	-14	-7%	5%	x	-28%	-1%
O=C(CN(C(=O)c1csnn1)c1ccccc1Cl)NC1CCCCC1	-3%	3	0	-2%	4%	-9%	-2%	6%
Clc1cccc(-n2ncc3c(N4CCC(Cc5ccccc5)CC4)ncnc32)c1	-9%	1	x	x	x	-36%	14%	x
CC(C)(C)Sc1ccc(N)nc1	15%	1	-22	-1%	-11%	3%	4%	-3%
CCCCn1cnc2cc(C)c(C)cc21	14%	2	-1	3%	5%	0%	-5%	-18%
COc1ccc(CNC(=O)C2Cc3c(-c4ccccc4)ccnc3O2)cc1OC (stereo unspecified)	-9%	0	22	-5%	-7%	3%	-15%	-10%
C/C(=N\NC(=S)Nc1c(C)cccc1C)c1cc2ccccc2o1	u	-25	-28	2%	13%	-3%	-1%	8%
COc1ccc(Cc2noc(CN3CCC(c4ccncc4)CC3)n2)cc1OC	-1%	4	0	-1%	6%	-18%	3%	3%
O=C1c2ccccc2C(c2nc3ccccc3[nH]2)N1Cc1ccco1 (stereo unspecified)	-12%	-5	6	1%	7%	-4%	10%	3%
Cc1ccccc1N1CCN(S(=O)(=O)N(C)C)CC1	14%	6	-12	0%	3%	4%	-12%	5%
O=C(NCc1cccnc1)c1ccc(S(=O)(=O)N2CCCCC2)cc1	14%	2	15	-14%	-4%	16%	-5%	7%
O=C(Cc1c(F)cccc1Cl)NCCc1c[nH]c2ccccc12	6%	2	-6	9%	9%	2%	6%	-2%
CCC(=O)Nc1nnc(SCc2ccc(F)cc2)s1	1%	-1	u	-4%	4%	-9%	-1%	9%
CC(C)(C)c1ccc(S(=O)(=O)Nc2cccnc2)cc1	u	2	-10	1%	-3%	13%	-8%	-2%
Cc1cc(C)cc(C(=O)NCCCN2CCOCC2)c1	-3%	2	20	2%	0%	-12%	-13%	6%
CCN(Cc1cnn(C)c1)C(=O)c1ccc(OC2CCN(S(=O)(=O)N(C)C)CC2)cc1	-12%	3	1	-4%	1%	-18%	-4%	19%
CCOc1ccc(Nc2nc(NCC(=O)O)nc(N)c2[N+](=O)[O-])cc1	-4%	5	-3	1%	1%	8%	9%	0%
O=C(OCC1CCCO1)c1ccc2c(c1)N(Cc1cccc(Cl)c1)C(=O)c1ccccc1S2(=O)=O (stereo unspecified)	-15%	5	x	x	x	35%	-4%	x
Cc1ccc(OCC(=O)Nc2ccncc2)cc1	7%	2	12	-1%	11%	3%	-2%	2%
O=C(CN1CCN(c2ccccc2)CC1)N/N=C/c1cccc(F)c1	-4%	4	7	2%	-1%	x	24%	5%
COc1cc(C(=O)Nc2sc3c(c2C(N)=O)CCC(C)C3)cc(OC)c1OC (stereo unspecified)	-9%	0	x	x	x	-18%	24%	x
COc1cc(OC)cc(C(=O)Nc2cc(-c3cn4cccnc4n3)ccc2C)c1	12%	-4	9	-1%	-7%	7%	14%	-3%
Cc1ccc(-n2ncc3c(Nc4ccc(Oc5ccccc5)cc4)ncnc32)cc1	1%	5	x	x	x	-27%	0%	x
O=S(=O)(N/N=C1/CC(c2ccccc2)Oc2ccccc21)c1ccccc1 (stereo unspecified)	5%	-6	-9	6%	8%	6%	-1%	-12%
Cc1sc2nc(CSCC(=O)NC3(C#N)CCCCC3)[nH]c(=O)c2c1C	-1%	-4	17	-4%	-1%	-3%	-11%	13%
CN(C)C(CNC(=O)C1CC(=O)N(Cc2ccccc2)C1)c1ccccc1 (stereo unspecified)	7%	-4	-18	-1%	6%	-11%	19%	9%
COc1ccc(NC(=O)Cn2cc(C(=O)c3cccs3)c3ccccc32)cc1	-4%	4	x	x	x	-14%	22%	x
CC(C)C(NC(=O)CCNC(=O)c1ccccc1Cl)c1nc2ccccc2[nH]1 (stereo unspecified)	-16%	2	9	1%	3%	-29%	22%	-11%
C=CCc1cc(OC)ccc1OCCCCn1cncn1	14%	-4	2	6%	3%	-11%	10%	-17%

The list is partial, so the mix of outcomes need not match the whole.
